# Compound activity (PubChem BioAssay)
# GLD-1 TGE inh = GLD-1/TGE RNA complex disruptors, primary screen, biochemical, fluorescence polarization. 320,000 compounds, 0.44% hits. purified GLD-1 + fluorescein TGE RNA. AID 2280, 2010. inhibition, % at 5.96 µM. Female germline-specific tumor suppressor gld-1 (Caenorhabditis elegans), Q17339;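 active means percent inhibition above a per-plate cutoff, the plate mean of test compounds plus 3 SD, cut at about 30% in these data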;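 further: 0% = DMSO wells with GLD-1 and probe and 100% = wells lacking GLD-1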
# Yeast superoxide = reduction of superoxide in aged yeast, primary screen, HTS | S. cerevisiae aged cells, superoxide DHE fluorescence; hits give low values | 330,000 compounds, 0.18% hits | superoxide response (% of plate mean), % at 10 µM | AID 2690, 2010;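 active means superoxide response under a set limit, about three screen SD below normal, cut at about 65% in these data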;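 further: yeast aged for seven days with compound at 30 °C before DHE staining; 100% = average MFI of all compound-treated wells on the plate with controls excluded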
# VLA-4 inh = inhibition in human VLA-4 binding assay, primary screen, VLA-4 allosteric modulator project, MLPCN library, flow cytometry, VLA-4 expressing cells. Integrin alpha-4 (Homo sapiens), P13612. ligand binding flow cytometry. inhibition, % (about 7 µM as worked out from the volumes in the protocol). 330,000 compounds, 0.2% hits; in the data active means inhibition above about 50%
# AGP1-GFP MLPCN = modulators of AGP1-GFP expression in yeast TOR pathway, primary screen, cell-based, multiplex flow cytometry, S. cerevisiae, MLPCN library; GFP response vs DMSO, % at 10 µM; 3 h; GFP as percent of DMSO wells; 320,000 compounds, 0.02% hits;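 active means GFP response relative to DMSO above a set limit, near screen average plus 3 SD, cut at about 150% in these data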;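 further: median GFP channel fluorescence of the gated AGP1 strain per well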
# MEX-5 binding = MEX-5 zinc finger RNA-binding disruptors – biochemical, C. elegans, fluorescence polarization, MLPCN library, primary screen; Zinc finger protein mex-5 (Caenorhabditis elegans), Q9XUB2; AID 1832, 2009; activity score (negative = inhibition of binding), % at 10 µM; 300,000 compounds, 0.38% hits; MEX-5/FITC-TCR2 RNA binding; hits give low values;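 active means inhibition past about -25% in most replicates, and total fluorescence under double the plate's negative control median, limit read from the data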;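 further: 0% = DMSO and -100% = 5 µM competing unlabeled TCR2 RNA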
# Target sequence (Q9XUB2 whole entry, looked up): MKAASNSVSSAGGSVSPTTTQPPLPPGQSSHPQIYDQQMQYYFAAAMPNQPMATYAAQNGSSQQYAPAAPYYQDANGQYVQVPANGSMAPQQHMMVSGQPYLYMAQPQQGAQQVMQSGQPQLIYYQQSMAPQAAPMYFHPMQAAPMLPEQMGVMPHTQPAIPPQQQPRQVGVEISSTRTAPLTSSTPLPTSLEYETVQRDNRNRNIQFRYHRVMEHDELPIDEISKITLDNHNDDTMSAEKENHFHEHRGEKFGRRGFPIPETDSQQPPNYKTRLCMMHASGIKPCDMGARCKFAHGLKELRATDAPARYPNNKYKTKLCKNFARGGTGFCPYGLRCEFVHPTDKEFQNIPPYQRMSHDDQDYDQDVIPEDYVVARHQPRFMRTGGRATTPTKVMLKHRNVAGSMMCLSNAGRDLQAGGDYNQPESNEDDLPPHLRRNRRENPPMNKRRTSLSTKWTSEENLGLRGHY
# MCL1 BIM primary = inhibitors of MCL1 binding to BIM-BH3, primary screen, biochemical, fluorescence polarization | Induced myeloid leukemia cell differentiation protein Mcl-1 (Homo sapiens), Q07820 | GST-MCL1 / FITC-Bim-BH3 fluorescence polarization | inhibition, % at 10.9 µM | 320,000 compounds, 0.68% hits | AID 2057, 2009;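 active means inhibition above the mean inhibition of all tested compounds plus 3 SD, set per campaign, cut at about 40% in these data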;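 further: 0% = DMSO wells and 100% = unlabeled Bim-BH3 peptide control; higher means more loss of mP so more displacement of Bim peptide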
# Target sequence (Q07820 whole entry, looked up): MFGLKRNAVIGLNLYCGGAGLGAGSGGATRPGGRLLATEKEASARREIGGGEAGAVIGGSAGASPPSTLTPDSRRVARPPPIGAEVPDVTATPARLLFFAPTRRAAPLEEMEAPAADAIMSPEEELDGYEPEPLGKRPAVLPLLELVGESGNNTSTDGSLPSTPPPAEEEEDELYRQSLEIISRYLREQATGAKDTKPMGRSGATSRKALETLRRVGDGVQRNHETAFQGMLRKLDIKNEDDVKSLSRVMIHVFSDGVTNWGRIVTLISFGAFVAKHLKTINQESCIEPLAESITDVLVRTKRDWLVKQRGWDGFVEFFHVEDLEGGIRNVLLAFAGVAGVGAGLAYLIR
# Bcl-xL primary = inhibitors of human Bcl-xL, primary screen, biochemical, fluorescence polarization, HTS | Bcl-2-like protein 1 (Homo sapiens), Q07817 | GST-Bcl-xL / FITC-Bim BH3 peptide fluorescence polarization | inhibition, % at 10.9 µM | 320,000 compounds, 0.7% hits | AID 2129, 2009;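 active means inhibition above the mean of all tested compounds plus 3 SD, cutoff set per campaign, cut at about 30% in these data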;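 further: 0% = DMSO wells and 100% = unlabeled Bim-BH3 peptide competitor; inhibitors lower millipolarization by displacing the labeled peptide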
# Target sequence (Q07817 whole entry, looked up): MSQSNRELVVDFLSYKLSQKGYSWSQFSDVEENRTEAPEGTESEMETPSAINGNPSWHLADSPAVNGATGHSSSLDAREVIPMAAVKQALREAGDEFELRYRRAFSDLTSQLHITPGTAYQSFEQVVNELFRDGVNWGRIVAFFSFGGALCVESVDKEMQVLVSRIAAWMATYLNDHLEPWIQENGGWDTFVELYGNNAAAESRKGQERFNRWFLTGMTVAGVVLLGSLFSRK
# GRK2 inh = compounds blocking aptamer binding on GRK2 – biochemical, human GRK2, bead flow cytometry, HTS, primary screen; Beta-adrenergic receptor kinase 1 (Homo sapiens), P25098; FAM-aptamer displacement from GRK2; inhibition of aptamer binding, % at 10 µM; 330,000 compounds, 0.59% hits; AID 488847, 2010;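 active means inhibition of aptamer binding above 40%, roughly 3 SD of noise, on plates passing a quality check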;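 further: median bead fluorescence of bound FAM aptamer so fluorescent compounds give negative values; no value below 0 was filed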
# CIT2-GFP yeast = modulators of CIT2-GFP expression in yeast, primary screen, S. cerevisiae, GFP fusion, multiplex flow cytometry, MLPCN library; S. cerevisiae CIT2-GFP strain, 3 h; 100 means same as DMSO wells; GFP response vs DMSO, % at 10 µM; 320,000 compounds, 0.065% hits; AID 2029, 2009;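 active means GFP response relative to DMSO above a set limit, near the screen mean plus 3 SD, cut at about 150% in these data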;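 further: ratio of well median GFP fluorescence to mean of DMSO wells on the plate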
# Active calls of the source: *; / = not tested or not shown. Not a hit list; any-hit rate near 2.1%.
SMILES,GLD-1 TGE inh,Yeast superoxide,VLA-4 inh,AGP1-GFP MLPCN,MEX-5 binding,MCL1 BIM primary,Bcl-xL primary,GRK2 inh,CIT2-GFP yeast
CCN(CC)CCn1c(=N)n(CC(O)c2ccco2)c2ccccc21 (centres undefined),-2,95,-3,97,-0.5,1,1,0,100
COc1ccccc1N1CCN(S(=O)(=O)c2cc3[nH]c(=O)c(=O)[nH]c3cc2C)CC1,-1,104,8,98,0.6,4,1,9,96
CC(=O)COc1ccc2c(-c3ccccc3)cc(=O)oc2c1,2,111,-2,96,1.9,-1,1,0,107
O=C(CP(=O)(c1ccccc1)c1ccccc1)N/N=C/c1cc(Br)cc(Br)c1O,2,129,24,96,/,22,8,0,100
COc1ccc(C2CC(c3ccc(F)cc3)=NN2c2ccccc2)cc1OC (centres undefined),-4,101,-6,89,2.8,-37,-11,3,98
COc1cccc(NC(=O)CN(C)C(=O)CCSc2ccc(C)cc2)c1,10,113,18,104,/,0,-2,0,100
CC(C)C12CN3CC(C(C)C)(CN(C1)C3(C)C)C2=O,-3,78,17,104,-0.6,4,6,0,105
Cc1ccc(NC(=O)C(C)N2C(=O)c3ccccc3C2=O)cc1C (centres undefined),4,105,7,97,-0.6,8,2,0,100
O=C(C[n+]1cccc(CNC(=O)c2ccc(OC(F)F)cc2)c1)Nc1ccccc1Cl,4,93,-5,91,0.4,4,0,0,104
CCC(CC)NC(=O)COC(=O)c1ccc(OCc2ccc(C(C)=O)cc2OC)c(OC)c1,3,107,-11,90,0.0,-19,-5,0,94
Cc1cccc(C)c1NC(=O)NC1CC2CCC(C1)N2Cc1cccs1 (centres undefined),1,91,31,93,0.8,-1,3,0,97
CCOc1ccc(CC(=O)N2CCN=C2SC)cc1,1,87,8,104,-5.9,2,1,1,110
CC1CCN(Cc2nnnn2CCCC(=O)N(C)C2CCOC2)CC1 (centres undefined),7,112,-103,98,0.3,7,2,0,95
C/C(=N\NC(=O)CCCCCNC(=O)c1ccccc1)c1ccccc1O,1,90,3,103,-1.8,4,-1,2,100
Nc1ccc(C(=O)O)cc1[N+](=O)[O-],1,88,-2,105,/,7,9,1,109
Oc1cc2ccccc2cc1-c1nnc2n1-c1ccccc1SC2,-3,95,5,101,1.0,1,6,3,100
C/C(=N\Nc1ccc(S(=O)(=O)N2CCCCC2)cn1)c1ccc(O)cc1,3,82,4,94,/,6,4,0,91
CC(=O)c1cc(CC=C(C)C)c(O)cc1O,-1,97,1,88,-2.5,2,1,0,93
Cc1cc(-c2cccc([N+](=O)[O-])c2)nc2ccc3ccccc3c12,-3,90,-2,102,1.1,3,1,3,107
CCCCCCCCN1[C@@H](CC(=O)OCC)c2cc(F)ccc2S1(=O)=O,-2,116,-4,89,1.0,-4,1,1,83
CC(=O)NCCOC(=O)c1nn(Cc2ccccc2)c(=O)c2ccccc12,2,120,13,100,0.8,2,7,0,97
Cc1cc(C)cc(N=Cc2c(O)c3ccccc3oc2=O)c1,2,118,14,104,0.3,-5,0,2,102
CC(=O)Nc1ccc(NC(=O)CSc2ccc(-c3sc(C)nc3C)nn2)cc1,-1,100,2,100,1.4,4,9,4,96
COc1cccc2cc(C(=O)Nc3cccnc3N3CCOCC3)c(=O)oc12,4,108,-11,96,0.8,2,6,0,85
COc1ccc(C(=O)N2CC3(CC(c4cccc(NC(=O)COc5ccc(Cl)cc5)c4)=NO3)C[C@@H]2C(N)=O)cc1 (some centres undefined),-5,102,-12,94,-0.9,4,-1,0,91
Cc1ccc(NC(=O)C2CCCO2)cc1[N+](=O)[O-] (centres undefined),-1,102,-3,105,0.6,4,3,0,100
Cc1ccc(C(=O)N2CCCC2)cc1S(=O)(=O)N1CCOCC1,3,94,-6,101,-0.1,-4,6,3,107
Cc1ccc2oc(C(=O)N(C)CCC(O)c3ccccc3)c(C)c2c1 (centres undefined),1,109,7,105,1.2,7,4,0,101
COc1ccc(C)cc1Nc1n[n+](C)c(-c2c3ccccc3cc3ccccc23)s1,13,92,-11,97,-17,28,32*,8,98
O=S(=O)(/N=C(/Nc1nccs1)c1ccc(F)cc1)c1ccccc1,2,89,-3,98,/,/,/,0,111
NC(=O)CNC(=O)c1ccc(Cl)cc1,6,106,8,82,0.7,2,5,3,83
O=C(O)c1cc2cc(Cl)cc(Cl)c2oc1=O,3,115,14,99,1.3,18,19,3,95
COc1ccc(NC(=O)CN(C)CC(=O)Nc2ccccc2SC)cc1,0,85,5,96,-0.2,0,3,0,99
CCOc1cc(N2CCOCC2)c(OCC)cc1NC(=O)COC(=O)CCOc1ccc(C(C)(C)C)cc1,-1,93,6,96,0.9,-1,0,0,89
COc1ccc(OCC(=O)Nc2ccc(N3CCCCC3)cc2)cc1,7,123,15,108,1.1,16,1,0,106
O=C(c1ccc2ccccc2c1)N1CCN(c2ccc(C(F)(F)F)cn2)CC1,2,100,5,95,0.0,2,1,0,100
CC(C)[C@H](NC(=O)N1CC(=O)Nc2ccccc21)C(=O)N1CCC[C@H]1C(=O)O,-6,126,3,102,3.0,-5,0,2,94
Cc1sc(NC(=O)/C=C/c2ccco2)c(C(=O)OC(C)C)c1C,0,109,0,106,-1.0,-2,2,0,110
COc1ccc(NC(=O)CSc2ccc(-c3sc(C)nc3C)nn2)cc1OC,1,96,1,86,-0.9,-2,3,0,86
O=C(CSc1n[nH]c(-c2cccs2)n1)N1CCOCC1,-2,98,-16,100,/,/,/,1,105
O=C(O)C1CC(=O)N(C2CCCCCC2)C1 (centres undefined),4,89,12,105,/,1,7,5,107
COc1ccc(/C=C/CN2CCC(n3nccc3NC(=O)C3CCCC3)CC2)cc1,-1,83,3,98,2.1,1,4,0,98
COc1ccc(-c2nnn(CC(=O)N(CC(=O)NCCC(C)C)c3ccccc3)n2)cc1OC,9,94,11,106,1.8,2,1,1,101
Cc1nnc(SCC(=O)c2ccc(S(=O)(=O)N3CCOCC3)cc2)n1-c1ccccc1,-4,90,3,100,-1.1,1,-4,0,98
Cc1ccc(C(=O)Nc2nc(C)c(C(=O)Nc3ccc4c(c3)CCC4)s2)cc1,-3,114,6,97,1.3,6,7,0,101
CCOc1ccc(N2CC(C(=O)Nc3ccccc3N3CCCC3)CC2=O)cc1 (centres undefined),-4,106,8,96,-1.5,-5,-1,0,90
O=C1OC[C@@H]2CCCN2C(=O)[C@H](CC(=O)N(CCO)Cc2ccccc2)C/C=C\CC[C@@H]1Cc1ccc(F)cc1,-1,87,-29,97,/,/,/,1,88
Cc1nnc(C)c2c(C)n(C(c3ccccc3)c3ccccc3)c(C)c12,-4,103,-7,92,1.5,-8,1,0,104
COc1cc(/C=N/N2CCN(C3c4ccccc4-c4ccccc43)CC2)cc(OC)c1O,8,109,30,110,-3.6,30,17,0,116
Cc1ccccc1NC(=O)CCC(=O)N/N=C/c1cc([N+](=O)[O-])ccc1O,5,97,2,85,1.6,16,7,1,76

# An excerpt from above in order of SMILES length, largest number first:
SMILES,GLD-1 TGE inh,Yeast superoxide,VLA-4 inh,AGP1-GFP MLPCN,MEX-5 binding,MCL1 BIM primary,Bcl-xL primary,GRK2 inh,CIT2-GFP yeast
O=C1OC[C@@H]2CCCN2C(=O)[C@H](CC(=O)N(CCO)Cc2ccccc2)C/C=C\CC[C@@H]1Cc1ccc(F)cc1,-1,87,-29,97,/,/,/,1,88
Cc1ccccc1NC(=O)CCC(=O)N/N=C/c1cc([N+](=O)[O-])ccc1O,5,97,2,85,1.6,16,7,1,76
Cc1ccc(C(=O)Nc2nc(C)c(C(=O)Nc3ccc4c(c3)CCC4)s2)cc1,-3,114,6,97,1.3,6,7,0,101
COc1ccc(/C=C/CN2CCC(n3nccc3NC(=O)C3CCCC3)CC2)cc1,-1,83,3,98,2.1,1,4,0,98
O=C(O)C1CC(=O)N(C2CCCCCC2)C1 (centres undefined),4,89,12,105,/,1,7,5,107

# Going on with the list:
SMILES,GLD-1 TGE inh,Yeast superoxide,VLA-4 inh,AGP1-GFP MLPCN,MEX-5 binding,MCL1 BIM primary,Bcl-xL primary,GRK2 inh,CIT2-GFP yeast
COc1cc(C(C)=O)ccc1OCC(=O)NCCCn1nc(C)cc1C,2,95,-4,110,/,/,/,0,99
COC(=O)C1C(c2ccccc2)C=CC(c2ccccc2)C1C(=O)O (centres undefined),-8,88,3,93,0.8,5,1,0,85
CC(=O)OC1COC(N2CCc3ccccc32)C(OC(C)=O)C1OC(C)=O (centres undefined),-7,102,16,100,-1.7,1,2,0,103
CC(=O)NCCC(=O)Nc1cc(F)ccc1C,3,104,2,96,-2.2,-13,4,3,95
COc1cc(OC)cc(C(=O)NCc2n[nH]c(=S)n2-c2ccccc2)c1,5,79,22,103,0.3,-9,-4,2,103
COc1ccc(-c2cn3c(n2)CCC3)cc1,3,105,8,94,0.0,0,1,4,100
Cc1cc(C(=O)OCC(=O)NC2CCCCC2C)c2ccccc2n1 (centres undefined),4,105,-5,105,/,/,/,0,99
CN(CCC#N)C(=O)COC(=O)c1ccccc1OCc1ccccc1Cl,-2,136,26,99,-0.5,-1,3,2,96
CN(C)S(=O)(=O)c1ccc(N2CCCC2)c(C(=O)N2CCN(S(=O)(=O)c3ccccc3F)CC2)c1,2,91,6,95,1.5,1,1,0,92
CCOC(=O)N1CCN(C(=O)CN(Cc2ccccc2)S(C)(=O)=O)CC1,-10,101,-7,100,-0.4,-4,-3,3,96
COC(=O)c1cccc(N2CCCC2=O)c1,-5,107,13,99,-2.9,-7,-6,2,94

# Not a retest: four of the compounds above.
SMILES,GLD-1 TGE inh,Yeast superoxide,VLA-4 inh,AGP1-GFP MLPCN,MEX-5 binding,MCL1 BIM primary,Bcl-xL primary,GRK2 inh,CIT2-GFP yeast
CN(CCC#N)C(=O)COC(=O)c1ccccc1OCc1ccccc1Cl,-2,136,26,99,-0.5,-1,3,2,96
CN(C)S(=O)(=O)c1ccc(N2CCCC2)c(C(=O)N2CCN(S(=O)(=O)c3ccccc3F)CC2)c1,2,91,6,95,1.5,1,1,0,92
CCOC(=O)N1CCN(C(=O)CN(Cc2ccccc2)S(C)(=O)=O)CC1,-10,101,-7,100,-0.4,-4,-3,3,96
COC(=O)c1cccc(N2CCCC2=O)c1,-5,107,13,99,-2.9,-7,-6,2,94
